ERp5 inh: blocks human ERp5 reductase activity on insulin; ERp5 insulin aggregation, absorbance 650 nm, 90 min; Q15084; 350,000 compounds, 0.05% hits; AID 651711; inhibition, % at 9.99 µM;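 active means mean replicate inhibition above about 25%, with every replicate also reaching it, limit read from the data, passing the limit was not always enough; inconclusive means only one of those two criteria met; inactive means neither criterion met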
F508del corr: CFTR F508del correction in bronchial cells. 350,000 compounds, 0.36% hits. CFBE cells, YFP halide quenching; stimulated with forskolin plus potentiator P3; % fluorescence drop versus neutral controls. activity (quench increase), % at 7.58 µM;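 active means mean added fluorescence quench of at least 8% versus neutral control, with both replicates also reaching 8%; inconclusive means only one of the mean or replicate conditions met; inactive means mean below 8% and not both replicates reaching 8%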;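 further: cells transiently co-express mutant CFTR-F508del with the halide-sensitive YFP; corrector assay measuring rescue of mutant channel to the surface after 24 h compound exposure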
Casp6 inh: caspase-6 (human) enzyme inhibition; 350,000 compounds, 0.53% hits; P55212; inhibition, % at 12.5 µM; purified caspase-6, Z-VEID-R110 cleavage fluorescence;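 active means mean inhibition across replicates at least about 35%, with every replicate also reaching that limit, limit read from the data; inconclusive means only one of the two criteria met; inactive means neither criterion met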;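 further: 0% = median of neutral control wells and 100% = no fluorescence left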
SIRT5 inh: inhibitors of human sirtuin-5 desuccinylase. Q9NXA8. Purified SirT5, succinyl-peptide AMC, trypsin-coupled fluorescence. inhibition, % at 15 µM. 330,000 compounds, 1.1% hits; in the data active means inhibition above about 15%; inconclusive means no clear call, values can overlap the other calls
miR-122 sensor: miR-122 inhibition in Huh7 cells | Huh7 miR-122 Renilla luciferase sensor, 48 h; neutral wells = 0, positive control = 100 | activation (reporter increase), % at 12.5 µM | 340,000 compounds, 0.3% hits;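 active means mean replicate activation score at least 90 and every replicate individually at or above 90; inconclusive means only one of the two criteria met; inactive means neither criterion met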;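 further: higher luciferase means less miR-122 activity so hits act as miR-122 inhibitors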
ERAP1 inh: ERAP1 (human) enzyme inhibition | recombinant ERAP1, Leu-AMC fluorescence, 60 min | 340,000 compounds, 0.15% hits | AID 652197 | Q9NZ08 | inhibition, % at 10.7 µM;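 active means mean replicate inhibition of at least 30%, or all replicates individually reaching that 30% level; inactive means mean below 30% and not every replicate reaching it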;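 further: 0% = neutral control wells and 100% = L-leucinethiol positive control wells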
Target sequence (Q9NZ08 whole entry, looked up): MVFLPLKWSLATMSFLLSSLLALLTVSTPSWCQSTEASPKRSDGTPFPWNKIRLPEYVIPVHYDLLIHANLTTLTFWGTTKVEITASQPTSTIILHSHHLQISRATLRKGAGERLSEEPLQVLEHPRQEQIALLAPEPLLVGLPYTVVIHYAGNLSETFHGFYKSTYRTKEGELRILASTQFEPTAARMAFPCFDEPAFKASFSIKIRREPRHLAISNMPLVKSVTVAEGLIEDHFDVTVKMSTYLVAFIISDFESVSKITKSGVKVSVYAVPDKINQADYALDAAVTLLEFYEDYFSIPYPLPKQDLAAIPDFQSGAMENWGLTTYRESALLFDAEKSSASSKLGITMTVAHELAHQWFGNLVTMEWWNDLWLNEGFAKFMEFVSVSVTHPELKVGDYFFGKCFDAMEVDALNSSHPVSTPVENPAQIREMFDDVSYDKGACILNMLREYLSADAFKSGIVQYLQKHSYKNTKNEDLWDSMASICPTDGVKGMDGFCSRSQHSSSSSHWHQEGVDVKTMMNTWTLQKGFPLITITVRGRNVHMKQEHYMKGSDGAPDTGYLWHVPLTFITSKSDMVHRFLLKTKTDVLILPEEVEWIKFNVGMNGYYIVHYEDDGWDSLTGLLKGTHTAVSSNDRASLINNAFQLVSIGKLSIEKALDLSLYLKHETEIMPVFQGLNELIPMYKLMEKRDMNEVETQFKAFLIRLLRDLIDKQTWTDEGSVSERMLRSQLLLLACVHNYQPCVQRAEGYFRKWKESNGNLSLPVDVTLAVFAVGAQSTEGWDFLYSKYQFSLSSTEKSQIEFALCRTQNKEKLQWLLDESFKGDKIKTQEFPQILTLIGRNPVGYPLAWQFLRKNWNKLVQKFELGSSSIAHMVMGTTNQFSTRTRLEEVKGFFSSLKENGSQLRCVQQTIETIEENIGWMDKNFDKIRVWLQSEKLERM
DENV2 CPE: protects cells from dengue virus 2 cytopathic effect. DENV2-infected cells, cytopathic effect rescue, plate reader. CPE inhibition, % at 9.99 µM. 350,000 compounds, 1.7% hits; in the data active means CPE inhibition above about 20%, passing the limit was not always enough; inconclusive means no clear call, values can overlap the other calls; tested in BHK-21 cells;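 further: 0% = median of neutral control wells and 100% = median of positive control wells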
* marks the source's active call; other numbers are inactive results; ? = inconclusive; · = not tested or not shown; & = joins results of further samples; [ ] = dose if it differs, or a comment.

No.	compound	ERp5 inh	F508del corr	Casp6 inh	SIRT5 inh	miR-122 sensor	ERAP1 inh	DENV2 CPE
1	COC(=O)C[C@H]1CC[C@@H](NC(=O)c2ccccc2)[C@H](CO)O1	-3.2	-0.4	0.1	2.0	·	0.8	-8.4
2	Cc1nc(SCC(=O)NC(C)(C#N)C2CC2)c2c(-c3cccs3)csc2n1 (stereo not given)	0.1	0.1	3.7	0.3	·	-4.5	0.7
3	O=C(NCCCl)NNC(=O)c1cc2ccccc2cc1O	-0.5	0.4	-3.1	0.7	·	·	3.7
4	CC1(C(=O)N/N=C/c2c(F)c(F)c(F)c(F)c2F)CC1(Cl)Cl (stereo not given)	2.0	-3.2	1.5	-0.8	-15.4	·	-3.2
5	COc1ccc(OC)c(C(=O)N(C)C2CCCN(Cc3ccccc3F)C2)c1 (stereo not given)	0.5	0.8	-1.6	3.2	25.7	-2.2	-5.6
6	O=S(=O)(Nc1cccc2[nH]ncc12)c1cccs1	8.7	-3.0	-0.5	-3.7	-3.2	-4.1	9.4
7	COc1cc(Nc2nc3ccccc3nc2NS(=O)(=O)c2ccc([N+](=O)[O-])cc2)cc(OC)c1OC	-1.3	-1.1	·	-4.4	-7.1	-2.5	3.5
8	COc1cc(OC)cc(C(=O)N2CCN(C(=O)Cc3ccccc3)CC2)c1	-2.3	0.1	-0.6	-0.5	-2.6	-0.1	-1.3
9	C[C@@H]1CN([C@@H](C)CO)C(=O)c2cc(C#CCN(C)C)cnc2O[C@H]1CN(C)Cc1ccncc1	3.6	-2.6	-53.2	2.7	-3.6[16.7 µM]	-0.7	-5.3
10	O=C(NCc1ccccc1)C(=O)Nc1nc(C23CC4CC(CC(C4)C2)C3)cs1	4.0	4.3	-1.6	-1.2	2.7	0.1	-6.9
11	CN(c1cccc(NC(=O)c2ccc(Cl)c(S(=O)(=O)N3CCOCC3)c2)c1)S(C)(=O)=O	2.3	1.2	-1.7	3.8	·	1.4	7.2
12	CN(C)CCN(C(=O)CCS(=O)(=O)c1ccccc1)c1nc2c(F)cccc2s1	-5.9	-1.0	-2.6	-1.2	-2.1	-1.3	2.7
13	COc1ccccc1Oc1ccc2c(c1)C(=O)N(CC(=O)O)C2=O	7.8	·	5.3	-1.9	·	-1.7	·
14	O=C(NCc1ccccc1)c1cc(C2COCCN2C(=O)c2ccc(Cl)cc2)on1 (stereo not given)	11.6	0.8	0.7	-0.9	1.0	2.6	-4.6
15	Cc1c(C(=O)NCc2cccs2)sc(=O)n1Cc1ccc(S(=O)(=O)N(C)C)cc1	0.4	-0.8	-2.3	·	·	·	4.9
16	CC(=O)c1ccc(OCCCC(=O)Nc2ccc(S(=O)(=O)N3CCOCC3)cc2)cc1	-6.6	2.1	-1.2	-2.7	3.8	-3.0	0.9
17	Cc1csc(=Nc2cccnc2)n1CC1CCCCC1	5.7	·	-1.5	-1.7	-9.1	0.7	2.1
18	CCOC(=O)N1CCN(C(=O)CCNS(=O)(=O)c2ccc(C)c(C)c2)CC1	2.1	0.8	0.9	-11.7	2.7	-1.6	-4.2
19	COCC(=O)N(C)C[C@@H]1Oc2ncc(-c3cccc(OC)c3)cc2C(=O)N([C@@H](C)CO)C[C@@H]1C	0.2	-1.7	1.0	-2.1	-4.8[16.7 µM]	-2.1	-11.1
20	O=C(NNC(=S)NC(=O)c1ccc(F)cc1)c1ccncc1	-4.2	-1.1	-2.2	3.3	·	2.5	-0.5
21	C[C@@H]1CN([C@H](C)CO)C(=O)c2cccc(NS(=O)(=O)c3cccs3)c2O[C@H]1CN(C)Cc1ccc(Oc2ccccc2)cc1	-0.8	-5.2	0.2	-2.4	-1.6[16.7 µM]	-2.3	1.4
22	CC(=O)N1[C@@H]2Cn3c(ccc(-c4cccc(F)c4)c3=O)[C@H]1[C@@H](C(=O)NCC1CC1)[C@@H]2CO	0.7	-1.5	1.3	-38.8	-0.7[16.7 µM]	-1.5	2.6
23	Cc1cc(C)n2nc(C(=O)OCC(=O)Nc3ccc(F)cc3F)nc2n1	-4.5	-0.8	-0.8	-4.2	·	1.1	0.9
24	C=CCN(CC=C)CCCOc1ccc(Br)cc1Cl	0.6	3.4	-10.3	-3.0	·	8.8	·
25	C[C@H]1CN([C@@H](C)CO)S(=O)(=O)c2ccc(-c3ccccc3F)cc2O[C@@H]1CN(C)C	-2.3	-1.7	2.5	-4.0	22.5[16.7 µM]	-4.6	3.7
26	COc1ccc(-c2csc3ncn(-c4ccc(C)cc4)c(=O)c23)cc1OC	1.7	2.8	1.3	6.3	-4.6	-4.2	1.8
27	NC(=O)c1ccc2nc(NC(=O)c3ccc(N)cc3)sc2c1	-0.5	-5.3	-0.4	-1.7	-2.8	-3.1	·
28	C[C@@H]1CCCCO[C@H](CN(C)C(=O)c2ccncc2)[C@@H](C)CN([C@H](C)CO)C(=O)c2cc(NC(=O)CCC(F)(F)F)ccc2O1	·	-1.2	·	·	7.0[16.7 µM]	·	7.7
29	O=c1cc(CN2CC(O)Cc3ccc4ccccc4c32)nc2sccn12 (stereo not given)	-5.3	-0.7	-0.2	1.1	·	5.6	-1.3
30	COCC#Cc1cnc2c(c1)C(=O)N([C@@H](C)CO)C[C@H](C)[C@@H](CN(C)C(=O)C1CCOCC1)O2	1.0	-1.6	0.5	-0.4	0.1[16.7 µM]	-0.8	-5.8

One compound at a time, as listed above:
Shown for CN(c1cccc(NC(=O)c2ccc(Cl)c(S(=O)(=O)N3CCOCC3)c2)c1)S(C)(=O)=O = ERp5 inh = 2.3; F508del corr = 1.2; Casp6 inh = -1.7; SIRT5 inh = 3.8; miR-122 sensor = ·; ERAP1 inh = 1.4; DENV2 CPE = 7.2
Shown for COc1cc(OC)cc(C(=O)N2CCN(C(=O)Cc3ccccc3)CC2)c1 = ERp5 inh = -2.3; F508del corr = 0.1; Casp6 inh = -0.6; SIRT5 inh = -0.5; miR-122 sensor = -2.6; ERAP1 inh = -0.1; DENV2 CPE = -1.3

Another view of 3 compounds above:
Order of values – ERp5 inh, F508del corr, Casp6 inh, SIRT5 inh, miR-122 sensor, ERAP1 inh, DENV2 CPE
[27] NC(=O)c1ccc2nc(NC(=O)c3ccc(N)cc3)sc2c1
  -0.5, -5.3, -0.4, -1.7, -2.8, -3.1, ·
[28] C[C@@H]1CCCCO[C@H](CN(C)C(=O)c2ccncc2)[C@@H](C)CN([C@H](C)CO)C(=O)c2cc(NC(=O)CCC(F)(F)F)ccc2O1
  ·, -1.2, ·, ·, 7.0[16.7 µM], ·, 7.7
[29] O=c1cc(CN2CC(O)Cc3ccc4ccccc4c32)nc2sccn12 (stereo not given)
  -5.3, -0.7, -0.2, 1.1, ·, 5.6, -1.3

(list continues)
No.	compound	ERp5 inh	F508del corr	Casp6 inh	SIRT5 inh	miR-122 sensor	ERAP1 inh	DENV2 CPE
31	COC(=O)C1CC(O)CN1S(=O)(=O)c1cccs1 (stereo not given)	-1.9	·	2.1	-1.6	·	4.5	3.2
32	Cc1ccccc1C1=C/C(=C(\SS/C(C(=O)c2ccc(OCC(=O)O)c(Cl)c2Cl)=C2\C=C(c3ccccc3C)SS2)C(=O)c2ccc(OCC(=O)O)c(Cl)c2Cl)SS1	3.3	-1.7	46.0*	68.6*	·	17.8	0.0
33	CCN(CC)c1ccc2cc(-c3nc(-c4ccc(OC)cc4)cs3)c(=O)oc2c1	2.5	·	5.3	·	·	5.3	-6.4
34	CCCn1cc(S(=O)(=O)c2ccc(C)cc2)c(=O)c2cc(OCC)ccc21	6.3	-3.1	0.3	-2.8	10.0	-1.3	2.1
35	COC(=O)[C@@H](NS(=O)(=O)c1cc(Br)ccc1Br)C(C)C	7.8	1.6	-2.6	0.3	34.9	·	0.4
36	Cc1ccc(S(=O)(=O)N[C@@H]2C=C[C@H](CC(=O)NCc3ccncn3)O[C@H]2CO)cc1	5.7	-0.8	1.1	-1.5	·	-1.0	4.6
37	CCN(CC)CCCn1c2c(c(SCC(=O)N3CCc4ccccc43)nc1=O)CCC2	-2.9	0.1	-1.7	-1.4	·	0.4	-0.8
38	CC1=NN(c2cc(Cl)c(S(=O)(=O)O)cc2Cl)C(=O)C1	5.6	-2.7	5.8	·	-4.6	1.6	0.5
39	O=C(Nc1ccc(Br)cc1)c1ccc2ncsc2c1	1.9	-1.3	5.5	-3.1	17.5	-1.1	4.0
40	S=C(Nc1ccc(Br)cc1Cl)N1CCN(c2ccccn2)CC1	2.4	0.6	3.1	-1.2	·	0.6	-7.6
41	O=C1NC(=O)/C(=C\c2ccc(OCc3cccc(C(=O)O)c3)c(Cl)c2)N1	-9.1	2.1	12.5	4.3	-10.8	2.6	-7.6
42	C[C@@H]1CN([C@@H](C)CO)S(=O)(=O)c2ccc(C3=CCCC3)cc2O[C@H]1CN(C)Cc1ccncc1	-0.4	-0.1	-1.2	0.1	0.6[16.7 µM]	-1.6	-1.1
43	COc1ccc(C2C(C(=O)c3ccco3)=C(O)C(=O)N2CCCn2ccnc2)c(OC)c1 (stereo not given)	4.2	-1.7	2.3	3.7	-4.5	4.7	?
44	CC1(c2nnc(-c3ccc(Cl)cc3)o2)CC(c2c(Cl)cccc2Cl)=NO1 (stereo not given)	-1.2	0.0	-1.1	·	-0.6	-1.7	-0.4
45	O=C1NC(Cc2ccc(O)cc2)c2nc3ccc(Cl)cc3c(=O)n2-c2ccc(Cl)cc21 (stereo not given)	-4.1	-1.5	0.9	-1.4	·	2.6	?
46	N/C(=N/O)c1nc(N2CCCC2)nc(N2CCCC2)n1	6.2	-1.4	0.6	1.5	·	-3.7	9.5
47	CO[C@H]1CN(C)C(=O)c2cc(NC(=O)C3CCOCC3)ccc2OC[C@@H](C)N(Cc2nccs2)C[C@H]1C	-0.4	0.9	0.9	-1.0	·	-0.3	2.2
48	NS(=O)(=O)c1ccc(CCNC(=O)COC(=O)/C=C/c2ccc(OC(F)F)cc2)cc1	-3.8	0.7	-1.9	-1.3	-1.1	0.8	-7.3
49	Cc1cc(NC(=O)c2cc(-c3ccc(OC(C)C)cc3)nc3ccccc23)no1	-1.5	0.9	-3.5	-4.1	-1.4	-2.6	0.5
50	CN(C)C(=O)c1cccc(-c2ccc(C3[C@@H]4CN(S(=O)(=O)c5ccccc5)C[C@H]3N4)cc2)c1 (stereo not given in full)	8.0&0.7	2.8&5.0	1.3&0.8	9.4&-2.3	·	1.1&1.7	-1.3&3.6

Compounds listed so far that have a COOH group:
No.	compound	ERp5 inh	F508del corr	Casp6 inh	SIRT5 inh	miR-122 sensor	ERAP1 inh	DENV2 CPE
13	COc1ccccc1Oc1ccc2c(c1)C(=O)N(CC(=O)O)C2=O	7.8	·	5.3	-1.9	·	-1.7	·
32	Cc1ccccc1C1=C/C(=C(\SS/C(C(=O)c2ccc(OCC(=O)O)c(Cl)c2Cl)=C2\C=C(c3ccccc3C)SS2)C(=O)c2ccc(OCC(=O)O)c(Cl)c2Cl)SS1	3.3	-1.7	46.0*	68.6*	·	17.8	0.0
41	O=C1NC(=O)/C(=C\c2ccc(OCc3cccc(C(=O)O)c3)c(Cl)c2)N1	-9.1	2.1	12.5	4.3	-10.8	2.6	-7.6

Screening results (PubChem)
